Screens deposited in PubChem by National Center for Advancing Translational Sciences (NCATS).
SNCA viab count = GF-AFC viability counterscreen for inhibitors of alpha-synuclein gene (SNCA) expression; HEK-293-SNCA-luc viability, GF-AFC fluorescence, 24 h; Potency, µM (series often up to 57.1 µM), without a hit: at the top dose activity change, negative = cytotoxicity, usual class: cytotoxic; hit rate 0.12% among 150,000;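 note: potency is the fitted concentration of half-maximal effect; 0% = DMSO-treated cells and -100% = medium-only wells without cells; nearly all actives have a fitted effect of over 30% in size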
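HEK-293-SNCA-luc cells (1500/well) plated 24 h, then exposed 24 h to a dilution series; GF-AFC added 30 min at 37C, fluorescence 405/540 nm; normalised to medium-only and DMSO wells, Hill fit.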
NIH3T3 tox = Cytotoxic Profiling in NIH 3T3 Cell Line of Diverse Libraries Using Quantitative High-Throughput Screening; NIH 3T3 viability, CellTiter-Glo ATP luminescence, 48-72 h; Potency, µM (highest dose often 96.7 µM), for inactives: top-dose activity change, negative = cytotoxicity, actives largely listed as inhibitors; hit rate 4.3% among 94,000; note: potency is the fitted concentration of half-maximal effect; nearly all actives have a fitted effect of over 55% in size
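Viability of NIH 3T3 cells after 48 or 72 hr compound treatment at 37 °C was assessed by CellTiter-Glo, with luminescence imaged following a 10 min room-temperature step.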
IP6K1 inh = Primary qHTS assay for small molecule inhibitors of Inositol hexaphosphate kinase 1 (IP6K1) | IP6K1 kinase, ADP-Glo luminescence, 2 h; hits give low values | hit rate 0.81% among 140,000 | Inositol hexakisphosphate kinase 1 (Homo sapiens), Q92551 | activity change, % (series mostly up to about 58 µM); in the data active = activity change below about -25%
Target sequence (Q92551 whole entry, looked up): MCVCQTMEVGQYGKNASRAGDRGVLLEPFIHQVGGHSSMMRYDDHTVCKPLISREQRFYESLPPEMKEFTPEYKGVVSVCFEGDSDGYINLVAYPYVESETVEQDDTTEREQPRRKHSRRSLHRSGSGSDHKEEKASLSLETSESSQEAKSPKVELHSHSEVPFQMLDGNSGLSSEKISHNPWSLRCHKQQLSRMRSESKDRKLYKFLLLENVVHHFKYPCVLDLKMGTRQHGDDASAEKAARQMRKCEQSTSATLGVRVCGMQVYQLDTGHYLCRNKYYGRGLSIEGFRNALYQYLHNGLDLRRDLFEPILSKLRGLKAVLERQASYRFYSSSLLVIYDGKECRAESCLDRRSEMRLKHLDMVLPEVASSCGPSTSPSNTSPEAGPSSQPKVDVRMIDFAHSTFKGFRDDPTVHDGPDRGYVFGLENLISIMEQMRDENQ
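ADP-Glo luminescence measures ADP made by human IP6K1 during a 2 h RT reaction with ATP/IP6 (mix at 1.3 mM/130 uM); top library doses 57.5 and 19.1 uM final.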
Luciferase inh = Firefly luciferase inhibition profiling of diverse chemical library using quantitative high-throughput screening. Luciferin 4-monooxygenase (Photinus pyralis), P08659. purified P. pyralis luciferase, luminescence, biochemical. Potency, µM (titrated, usually from 115 µM), for inactives: at the highest dose activity change, negative = inhibition, usual class: inhibitors. hit rate 2.5% among 76,000; note: potency is the fitted concentration of half-maximal effect; nearly all actives have a fitted effect of over 65% in size
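Luminescence read by CCD imaging after purified firefly luciferase (10nM final) was added to substrate buffer holding 10uM D-luciferin and 10uM ATP, pH 7.5, pre-dosed with compound.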
HEK293 tox = Cytotoxic Profiling in HEK 293 Cell Line of Diverse Libraries Using Quantitative High-Throughput Screening; HEK 293 viability, ATP luminescence (CellTiter-Glo), 48-72 h; Potency, µM (series often up to 115 µM), for inactives: at the highest dose activity change, negative = cytotoxicity, usual class: inhibitors; hit rate 6.6% among 94,000; AID 1345083, 2018; note: potency is the fitted concentration of half-maximal effect; nearly all actives have a fitted effect of over 60% in size
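CellTiter-Glo luminescence (cellular ATP) was read after 48 or 72 hr of compound exposure at 37 degree Celsius. Cells were HEK 293 plated at 250 cells/well.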
GPT2 inhibitor = Primary qHTS assay for inhibitors of Glutamate pyruvate transaminase 2 (GPT2); Alanine aminotransferase 2 (Homo sapiens), Q8TD30; Recombinant GPT2, coupled pyruvate oxidase/HRP Amplex Red fluorescence; hit rate 0.25% among 100,000; AID 1671188, 2021; Potency, µM (series often up to 57.7 µM), for the others: at the top dose activity change, negative = inhibition, usual class: inhibitors; note: potency is the fitted concentration of half-maximal effect; nearly all actives have a fitted effect of over 60% in size; many of its hits are not listed in these tables
Target sequence (Q8TD30 whole entry, looked up): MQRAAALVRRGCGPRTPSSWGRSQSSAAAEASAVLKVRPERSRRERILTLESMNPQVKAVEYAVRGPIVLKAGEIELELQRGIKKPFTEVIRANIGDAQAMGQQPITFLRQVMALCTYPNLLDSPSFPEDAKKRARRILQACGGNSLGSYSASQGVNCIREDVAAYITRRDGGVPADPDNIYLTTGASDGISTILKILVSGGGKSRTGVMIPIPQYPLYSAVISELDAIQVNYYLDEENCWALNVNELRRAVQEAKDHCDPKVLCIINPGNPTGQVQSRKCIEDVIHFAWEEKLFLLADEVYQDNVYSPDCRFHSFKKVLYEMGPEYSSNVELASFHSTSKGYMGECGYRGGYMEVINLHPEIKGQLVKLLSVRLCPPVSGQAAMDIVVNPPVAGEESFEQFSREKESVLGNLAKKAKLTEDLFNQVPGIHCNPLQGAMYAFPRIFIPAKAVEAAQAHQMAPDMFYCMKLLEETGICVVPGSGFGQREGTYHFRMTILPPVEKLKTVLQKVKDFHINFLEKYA
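Fluorescence read-out: pyruvate from GPT2 turnover coupled to pyruvate oxidase, HRP and Amplex Red (0.2mM ThPP, 0.2U/mL PO and HRP, 50uM Amplex final). Substrates 250uM a-KG, 2mM L-alanine; enzyme 10ng/uL; 30 min RT.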
SNCA expr inhib = Primary qHTS assay for inhibitors of alpha-synuclein gene (SNCA) expression; hit rate 0.17% among 140,000; AID 1671194, 2021; HEK-293 SNCA-luciferase knock-in, luminescence, 24 h; Potency, µM (titrated, usually from 57.2 µM), for the others: top-dose activity change, negative = inhibition, most hits filed as inhibitors;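 note: potency is the fitted concentration of half-maximal effect; plate controls were DMSO cells for no effect and cell-free wells for full effect; nearly all actives have a fitted effect of over 45% in size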
Active calls of the source: *; [ ] = dose if it differs, or a comment. Unless noted, calls come from the whole dose curve; as a rule, active = well fitted curve in the direction sought with a large enough effect; inconclusive = small, poorly fitted or top-dose-only effect, or another doubt; inactive = no such curve, though single readings can be large; an effect the other way counts as inactive or inconclusive. Unless noted, % is set by controls: 0 for no effect and ±100 for the full control effect. Not a hit list (roughly 7.8% active in at least one column).

Screening O=C(NCc1ccc(F)cc1)c1ccc2nnc(-c3ccc(F)cc3)n2c1 returned SNCA viab count -6%, NIH3T3 tox inconclusive, IP6K1 inh 13, HEK293 tox inconclusive, GPT2 inhibitor inconclusive and SNCA expr inhib 37%[activator].
For COc1ccc(C)cc1NC(=O)CSc1nc2ccccc2nc1N1CCOCC1 the results were SNCA viab count -15%, IP6K1 inh -13 and SNCA expr inhib 12%.
For Cc1ccc(NC(=O)c2nnn(CC(=O)Nc3ccc(C)c(Cl)c3)c2N)c(C)c1 the results were SNCA viab count 7%, IP6K1 inh 24 and SNCA expr inhib 34%[activator].
For CCc1noc(-c2ccn3c(CNC(=O)c4cc(F)cc(F)c4)nnc3c2)n1 the results were SNCA viab count 3%, NIH3T3 tox -12%, IP6K1 inh 6, Luciferase inh 4%, HEK293 tox -13%, GPT2 inhibitor inactive and SNCA expr inhib -26%.
`Cc1ccc(C)c(NC(=O)CCCN2C(=O)C(c3ccccc3)Oc3cccnc32)c1` (configuration not stated) gave SNCA viab count 8%, IP6K1 inh 14 and SNCA expr inhib inconclusive.
For O=C(c1ccc(N2CCCC2=O)cc1)N1CCC2(CC1)OCCCC2O (configuration not stated) the results were SNCA viab count 5%, NIH3T3 tox -1%, IP6K1 inh 27, Luciferase inh -1%, HEK293 tox 2%, GPT2 inhibitor inactive and SNCA expr inhib -14%.
Screening CC1CCC2(CC1)OCC(C(=O)NCc1ccc3c(c1)OCO3)N2C(=O)c1ccccc1F (configuration not stated) returned SNCA viab count inconclusive, NIH3T3 tox 20µM*, IP6K1 inh -13, Luciferase inh -11%, HEK293 tox inconclusive, GPT2 inhibitor inactive and SNCA expr inhib 10%.
Screening COCCNC(=O)[C@@H]1C[C@H](Oc2ccccc2)CN1C(=O)c1sc(C)nc1C returned SNCA viab count 4%, NIH3T3 tox inactive, IP6K1 inh -4, Luciferase inh -2%, HEK293 tox 3%, GPT2 inhibitor inactive and SNCA expr inhib 22%.
CCOc1ccc(C(c2c(O)cc(C)n(CCOC)c2=O)N2CCN(c3ccccc3)CC2)cc1 (configuration not stated) was read as SNCA viab count -1%, IP6K1 inh 19 and SNCA expr inhib -3%.
`Cc1ccc(CNC(=O)CN2C(=O)CSc3c2c(C)nn3-c2ccccc2)cc1` gave SNCA viab count -2%, IP6K1 inh -4 and SNCA expr inhib 31%[activator].
Screening COc1ccc(NC(=O)N2CCc3c(C(=O)NCCN4CCCCCC4)cccc32)cc1 returned SNCA viab count -25%, NIH3T3 tox -23%, IP6K1 inh -8, Luciferase inh 1.6µM*, HEK293 tox inconclusive, GPT2 inhibitor 2% and SNCA expr inhib inconclusive.
Screening COC(=O)c1ccccc1N(C)S(=O)(=O)c1cc2c3c(c1)CC(=O)N3CCC2 returned SNCA viab count -16%, IP6K1 inh 10 and SNCA expr inhib -6%.
For O=C1CC2CCCC(C1)N2[S+](=O)([O-])c1ccccc1 the results were SNCA viab count 12%[87.6 µM], NIH3T3 tox -23%[138 µM], IP6K1 inh 4, Luciferase inh -10%[172 µM], HEK293 tox 1%[172 µM], GPT2 inhibitor 4%[88.5 µM] and SNCA expr inhib 3%[87.6 µM].
For O=C1NCc2ccccc2CC12CCN(Cc1cc(O)cc(O)c1)CC2 the results were SNCA viab count 1%, NIH3T3 tox inactive, IP6K1 inh 6, HEK293 tox inactive, GPT2 inhibitor inactive and SNCA expr inhib 2%.
For Cc1cccc(C(=O)N[C@@H]2CN(C3CCOCC3)C[C@H]2CN(C)C)c1 the results were SNCA viab count -4%, NIH3T3 tox -1%, IP6K1 inh 4, Luciferase inh 5%, HEK293 tox inconclusive, GPT2 inhibitor inactive and SNCA expr inhib -23%.
For COc1ccc(CNC(=O)c2cc3c(s2)CN(C2CC2)C3)cc1OC the results were SNCA viab count 13%, NIH3T3 tox inconclusive, IP6K1 inh -3, Luciferase inh 2%, HEK293 tox inconclusive, GPT2 inhibitor inactive and SNCA expr inhib -2%.
Screening CCN1CC(c2ccccc2)CC2(CCN(C(=O)c3ccon3)CC2)C1 (configuration not stated) returned SNCA viab count 5%, NIH3T3 tox -12%, IP6K1 inh 9, Luciferase inh -1%, HEK293 tox -12%, GPT2 inhibitor -12% and SNCA expr inhib -24%.
CC(C)CC(=O)OC[C@H]1O[C@@](COC(=O)CC(C)C)(O[C@H]2O[C@H](CO)[C@@H](O)[C@H](O)[C@H]2O)[C@@H](OC(=O)CC(C)C)[C@@H]1OC(=O)CC(C)C was read as SNCA viab count -10%[23.9 µM], IP6K1 inh 11 and GPT2 inhibitor inconclusive.
CN1C(=O)c2ccccc2C1=O was read as SNCA viab count 73%, IP6K1 inh 20, GPT2 inhibitor 4%[88.5 µM] and SNCA expr inhib -25%.
Cc1[nH]cnc1-c1nccn1CC(CO)Cc1cccs1 (configuration not stated) was read as SNCA viab count 7%, NIH3T3 tox -12%, IP6K1 inh 21, Luciferase inh 3%, HEK293 tox -27%, GPT2 inhibitor -4% and SNCA expr inhib 3%.
`CN1CCN(C(=O)[C@@H]2CCC[C@@H](NCc3cccc(Cl)c3)CN(C)C(=O)C2)CC1` gave SNCA viab count -2%[87.6 µM], NIH3T3 tox -5%[174 µM], IP6K1 inh -3, Luciferase inh -21%[172 µM], HEK293 tox -20%[172 µM], GPT2 inhibitor inactive and SNCA expr inhib -6%[87.6 µM].
Screening CCO[C@@H]1COCC[C@H]1NC(=O)CN1C(=O)COc2ccc(C)cc21 returned SNCA viab count -2%, NIH3T3 tox -8%, IP6K1 inh 12, Luciferase inh 0%, HEK293 tox 3%, GPT2 inhibitor -16% and SNCA expr inhib -9%.
`Cn1ncc2c(C(=O)Nc3ccccc3Cl)cc(-c3cccc(F)c3)nc21` gave NIH3T3 tox -12%, IP6K1 inh 16 and HEK293 tox inconclusive.
For CCc1cccc(NC(=O)c2cc3c(=O)n(Cc4ccccc4)ccc3nc2C)c1 the results were SNCA viab count 7%, IP6K1 inh -27* and SNCA expr inhib -6%.

Of the compounds above, these contain an aryl methoxy group.
For COc1ccc(C)cc1NC(=O)CSc1nc2ccccc2nc1N1CCOCC1 the results were SNCA viab count -15%, IP6K1 inh -13 and SNCA expr inhib 12%.
Screening COc1ccc(NC(=O)N2CCc3c(C(=O)NCCN4CCCCCC4)cccc32)cc1 returned SNCA viab count -25%, NIH3T3 tox -23%, IP6K1 inh -8, Luciferase inh 1.6µM*, HEK293 tox inconclusive, GPT2 inhibitor 2% and SNCA expr inhib inconclusive.
For COc1ccc(CNC(=O)c2cc3c(s2)CN(C2CC2)C3)cc1OC the results were SNCA viab count 13%, NIH3T3 tox inconclusive, IP6K1 inh -3, Luciferase inh 2%, HEK293 tox inconclusive, GPT2 inhibitor inactive and SNCA expr inhib -2%.

Further structures follow:
`O=C(O)c1cccc2c1CCN2S(=O)(=O)c1ccccc1F` gave SNCA viab count 10%, NIH3T3 tox inconclusive, IP6K1 inh -7, Luciferase inh inconclusive, HEK293 tox -33%, GPT2 inhibitor inactive and SNCA expr inhib 70%[activator].
For CN1CCCCCCN(C(=O)C2CC2)[C@H]2CCC[C@H]2C1=O the results were SNCA viab count -1%, NIH3T3 tox -4%, IP6K1 inh -5, Luciferase inh 1%, HEK293 tox -1%, GPT2 inhibitor inactive and SNCA expr inhib -7%.
`CN1C[C@H](NCC2CC2)CCC[C@@H](C(=O)NCc2cc(F)cc(F)c2)CC1=O` gave SNCA viab count 2%[87.6 µM], NIH3T3 tox inactive, IP6K1 inh 13, Luciferase inh -1%[172 µM], HEK293 tox inactive, GPT2 inhibitor -6%[88.5 µM] and SNCA expr inhib -4%[87.6 µM].
COc1cccc(Cc2nc3ccccc3nc2SCC(=O)Nc2cccc(C)c2)c1 was read as SNCA viab count 5%, IP6K1 inh -6 and SNCA expr inhib 31%[activator].
CN(C)Cc1ccc(C(=O)N[C@@H]2COCC[C@@H]2OCC(=O)O)o1 was read as SNCA viab count inconclusive, NIH3T3 tox -8%, IP6K1 inh 14, Luciferase inh -23%, HEK293 tox -38%, GPT2 inhibitor inactive and SNCA expr inhib inconclusive.
CCCn1cc(NC(=O)C[C@H]2NC(=O)c3ccccc3NC2=O)c(C)n1 was read as SNCA viab count 5%, NIH3T3 tox inactive, IP6K1 inh 0, Luciferase inh -4%, HEK293 tox 9%, GPT2 inhibitor 2% and SNCA expr inhib -11%.
CC(C)(C)c1ccc(NC(=O)O[C@@H]2CO[C@H]3[C@@H]2OC[C@@H]3Nc2nccc(-c3ccc(-c4ccccc4)cc3)n2)cc1 was read as SNCA viab count -17%, NIH3T3 tox 40µM*, IP6K1 inh 12, Luciferase inh -1%, HEK293 tox 28µM*, GPT2 inhibitor 1% and SNCA expr inhib -30%.
For CCCCN1C(=O)c2ccccc2C(C(=O)NCc2cccnc2)C12CCCCC2 (configuration not stated) the results were SNCA viab count -7%, NIH3T3 tox -2%, IP6K1 inh 14, Luciferase inh 8%, HEK293 tox inconclusive, GPT2 inhibitor -13% and SNCA expr inhib 2%.
For CCOCc1nc(C2CCCN(C(=O)c3ccc(OC)cc3)C2)no1 (configuration not stated) the results were SNCA viab count -12%[12.5 µM], NIH3T3 tox inactive, IP6K1 inh 24, Luciferase inh -10%, HEK293 tox 11%, GPT2 inhibitor 2% and SNCA expr inhib 3%.
`CN(C)C[C@@H]1CN(Cc2cccnc2)C[C@H]1NC(=O)Cc1cccc(F)c1` gave SNCA viab count 17%, NIH3T3 tox -13%, IP6K1 inh 1, Luciferase inh -11%, HEK293 tox inactive, GPT2 inhibitor inactive and SNCA expr inhib 8%.
For CCOc1ccc(NC(=O)CC2C(=O)N(c3ccccc3)C(=O)N2CCc2sccc2C)cc1 (configuration not stated) the results were SNCA viab count -24%, IP6K1 inh 2 and SNCA expr inhib -5%.
`COc1cc(NC(=O)Cn2c(C)cc3nc4n(c(=O)c32)CCCCC4)cc(OC)c1` gave SNCA viab count -6%, NIH3T3 tox -12%, IP6K1 inh -3, Luciferase inh -9%, HEK293 tox inconclusive, GPT2 inhibitor inactive and SNCA expr inhib -14%.
Screening CCC[C@@H]1C[C@@H](C(=O)N[C@@H]([C@H]2O[C@H](SC)[C@H](OP(=O)(O)O)[C@@H](O)[C@H]2O)[C@H](C)Cl)N(C)C1 returned SNCA viab count -5%[23.9 µM], IP6K1 inh 11 and GPT2 inhibitor inactive.
